# NR1D1 modulator – modulators of human Rev-erb alpha DNA binding. activity, % at 10 µM. 0.79% of 370,000 active. P20393. AID 1259318. Rev-erbα–FITC-DNA binding, fluorescence polarization, 90 min;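 active = activity above about 14%, limit read from the data; passing the limit was not always enough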;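 note: 0% = DMSO wells with 35 nM protein and 100% = DMSO wells with 750 nM protein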
# Target sequence (P20393 whole entry, looked up): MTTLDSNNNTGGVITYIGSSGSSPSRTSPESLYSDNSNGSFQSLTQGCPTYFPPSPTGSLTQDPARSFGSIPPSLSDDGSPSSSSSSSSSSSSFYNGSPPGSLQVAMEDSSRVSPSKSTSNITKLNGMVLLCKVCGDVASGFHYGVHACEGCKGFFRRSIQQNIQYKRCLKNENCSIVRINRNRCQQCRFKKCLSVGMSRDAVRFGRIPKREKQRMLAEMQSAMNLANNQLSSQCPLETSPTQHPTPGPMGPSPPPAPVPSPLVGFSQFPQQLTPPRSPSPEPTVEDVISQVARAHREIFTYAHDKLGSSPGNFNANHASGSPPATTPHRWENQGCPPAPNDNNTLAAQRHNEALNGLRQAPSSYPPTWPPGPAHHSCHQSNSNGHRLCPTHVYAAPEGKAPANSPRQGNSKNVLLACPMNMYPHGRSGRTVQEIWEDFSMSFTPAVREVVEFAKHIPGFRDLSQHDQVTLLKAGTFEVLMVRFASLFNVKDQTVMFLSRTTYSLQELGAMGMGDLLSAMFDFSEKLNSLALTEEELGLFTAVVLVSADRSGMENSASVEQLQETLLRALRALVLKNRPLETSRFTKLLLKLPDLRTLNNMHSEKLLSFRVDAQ
# LEDGF integ inh – blocks HIV-1 LEDGF/p75-dependent DNA integration. TR-FRET IN-LEDGF/p75 DNA integration, Eu/Cy5. inhibition, % at 3.7 µM. 0.64% of 370,000 active;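 active = inhibition above the screen-wide mean plus 3 SD, cut at about 13% in these data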;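 note: signal is the Cy5 over europium emission ratio at 671 and 618 nm; 0% = plate median of compound wells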
# SIAE inh – inhibitors of human sialic acid acetylesterase SIAE; Q9HAT2; SIAE FP-Rh probe binding, fluorescence polarization; inhibition, % at 9.66 µM; 0.69% of 370,000 active;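 active = inhibition above a cutoff: mean of compounds within the control limits plus 3 SD of those, cut at about 17% in these data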;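 note: 0% = plate median of compound wells and 100% = probe without SIAE protein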
# TCR-CD3 inh – blocks the human TCR-CD3 interaction | TAMRA-labeled TCR probe fluorescence, biochemical | inhibition, % at 9.4 µM | 0.37% of 360,000 active; in the data active = inhibition above about 19%;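 note: recombinant mutant TCR 2C K166C tagged with TAMRA read by polarization; 0% = receptor in buffer alone and 100% = receptor with positive control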
# TDP2 absorb – TDP2 (human) inhibition, absorbance primary screen; AID 720702; O95551; recombinant TDP2, T5PNP hydrolysis, p-nitrophenol absorbance 415 nm; 0.34% of 370,000 active; inhibition, % at 12.8 µM;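 active = inhibition above the mean of all tested compounds plus 3 SD, set per campaign, cut at about 25% in these data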;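 note: 0% = DMSO with enzyme and 100% = buffer with substrate but no TDP2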
#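 System – recombinant human TDP2 · Amount – 120 nM TDP2 per well · Buffer or medium – Mg2+-containing Tris-HCl buffer, pH 7.5 · Reagent – T5PNP substrate, 5 mM · Dosing – 12.8 µM single point, 1% DMSO · Incubation – 2 h at 37 °C · Measured by – epi absorbance · Read-out basis – percent inhibition · Benchmarks – high control without enzyme, low control DMSO plus TDP2 · Repeats – singlicate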
# PRMT1 inh – PRMT1 (human) inhibition, primary screen; recombinant PRMT1, activity-based probe fluorescence polarization; inhibition, % at 2.79 µM; 1.3% of 370,000 active; AID 652257;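 active = inhibition above about 21% made by adding two undisclosed values, limit read from the data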
# ABHD4 inh – inhibits mouse alpha/beta hydrolase domain 4; Q8VD66; purified mABHD4, FP-Rh probe fluorescence polarization; inhibition, % at 8.92 µM; 0.54% of 370,000 active;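 active = inhibition exceeding the mean over every tested compound plus 3 SD, cut at about 30% in these data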;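 note: 0% = plate median of compound wells and 100% = S159A mutant with DMSO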
#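 assay system = mABHD4 protein | compound dosing = single nominal dose of 8.92 µM, 0.89% DMSO final | read-out basis = percent inhibition of probe binding, normalized to plate controls | schedule = Enzyme–compound pre-incubation 45 min, then probe 60 min, both 25 °C | detection = fluorescence polarization, excitation 525 nm, emission 598 nm, BODIPY TMR filters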
# PG9 Ab binder – PG9 antibody binding by small molecule | TR-FRET gp120-PG9 antibody binding | inhibition, % at 6.7 µM | 0.43% of 360,000 active; in the data active = inhibition above about 8.5%
# rCAG RNA binder – molecules binding r(CAG) RNA repeats; r(CAG) RNA repeat, TO-PRO-1 dye displacement fluorescence; inhibition, % at 3 µM; 1.3% of 370,000 active; AID 651821;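 active = inhibition above the plate cutoff, the mean of all test compounds on that plate plus 3 SD, cut at about 35% in these data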;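 note: 0% = DMSO alone and 100% = 100 µM mitoxantrone as full dye displacement; higher means more dye released from RNA so lower well fluorescence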
# HTRA1 inh – HTRA1 (human) protease inhibition; Q92743; recombinant HTRA1, FP-rhodamine activity-based probe, fluorescence polarization; inhibition, % at 5.96 µM; 0.5% of 340,000 active; in the data active = inhibition above about 36%;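 note: 0% = enzyme with DMSO and 100% = wells lacking enzyme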
# Target sequence (Q92743 whole entry, looked up): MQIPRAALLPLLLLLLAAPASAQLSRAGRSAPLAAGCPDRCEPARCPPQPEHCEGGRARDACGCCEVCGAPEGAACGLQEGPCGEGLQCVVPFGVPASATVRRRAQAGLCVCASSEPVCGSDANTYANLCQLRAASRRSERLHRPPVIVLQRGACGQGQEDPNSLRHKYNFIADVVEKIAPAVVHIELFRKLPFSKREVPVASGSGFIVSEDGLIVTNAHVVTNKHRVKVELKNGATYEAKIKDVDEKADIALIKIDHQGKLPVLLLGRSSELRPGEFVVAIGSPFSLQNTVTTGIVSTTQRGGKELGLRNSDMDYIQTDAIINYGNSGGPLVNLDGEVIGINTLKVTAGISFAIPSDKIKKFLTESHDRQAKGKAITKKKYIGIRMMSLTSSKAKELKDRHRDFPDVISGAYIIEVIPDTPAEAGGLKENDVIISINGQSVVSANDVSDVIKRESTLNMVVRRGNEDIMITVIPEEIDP
# Starred values were filed as active, the others as inactive; · = no result given; & = joins results of further samples. A portion of the library. The share of hits here may be higher or lower than overall.
SMILES,NR1D1 modulator,LEDGF integ inh,SIAE inh,TCR-CD3 inh,TDP2 absorb,PRMT1 inh,ABHD4 inh,PG9 Ab binder,rCAG RNA binder,HTRA1 inh
Cc1cc(N)cc(C)c1-c1c(Br)cc(N)cc1Br,7,-2,1,3,9,1,-5,0.4,2,4
CN(C)c1ccc(C(=O)OCC(=O)NC2CCCCC2)cc1,0,0,-2,6,-13,2,-2,-2.2,-3,-7
O=C(N=C1SC2CS(=O)(=O)CC2N1c1c(Cl)cccc1Cl)C1CC1 (stereo not given),1,-3,-2,3,0,3,7,-1.5,-2,3
COc1ccc(S(=O)(=O)N2CCOCC2)cc1NC(=O)COC(=O)c1[nH]c(C)c(C(C)=O)c1C,-1,5,-3,-8,-3,7,-5,1.9,9,-5
Nn1c(SCC(=O)N2CCCC2)nnc1-c1cccs1,0,1,17*,1,-15,-1,6,0.3,1,1
CN(Cc1nc(-c2cnccn2)no1)Cc1n[nH]c2c1CCCCC2,-2,1,-7,0,-8,0,5,1.6,3,4
O=C(NCCN1C(=O)S/C(=C\c2ccc(Cl)cc2Cl)C1=O)C1=COCCO1,2,-2,-1,7,-8,-1,-4,-2.2,1,-11
O=C(CC(C(=O)O)P(=O)(c1ccccc1)c1ccccc1)c1ccc(Br)cc1 (stereo not given),-9,3,0,-3,1,4,-1,0.5,11,4
CC(C)CNC(=O)CSc1nnc(-c2cccc(S(=O)(=O)N3CCCCC3)c2)o1,3,1,2,10,-6,-1,13,1.2,-3,0
O=C(CNC(=O)N1CC(=O)Nc2ccccc21)NCc1ccccc1,2,-2,2,6,-1,-1,5,-1.9,2,-5
COc1cc2c(cc1C=O)OC(C)C2 (stereo not given),-1,-2,4,-1,-4,5,2,0.6,-2,1
CN(Cc1ccccc1)C(=O)COC(=O)CCN1C(=O)C2CC=CCC2C1=O (stereo not given),-2,-2,0,-5,1,-2,-3,-1.1,3,1
COc1ccc(/C=C2\SC(=N)N(c3nccs3)C2=O)cc1OC,-6,-2,-18,-5,-2,1,3,-4.4,27,-5
C/C(=N\NS(C)(=O)=O)c1ccccc1,2,-1,-9,-1,8,6,-2,1.8,0,-5
COCC(=O)N(CCc1ccc(OC)cc1)Cc1nc2ccccc2c(=O)[nH]1,0,1,0,3,13,-2,2,1.5,-1,-2
CC1CCN(c2ccc(NC(=O)Cc3ccccc3)cc2)CC1,-4,-4,-2,-2,-2,-3,-7,0.3,-5,-10
CCOc1ccc(S(=O)(=O)NCc2ccccc2Cl)cc1C(N)=O,5,-4,-4,1,-4,5,2,-0.5,-5,0
Cc1cc(C)cc(NC(=S)NCc2cccs2)c1,11,2,6,4,-6,0,-6,-1.9,0,-16
Cc1c(C(=O)O)c(=S)sn1CCOc1ccccc1,2,1,2,3,7,-3,-9,0.0,8,-3
O=C(Cc1ccc(Cl)cc1)c1ccc(O)cc1,-5,-4,7,-1,-7,-5,-1,-2.3,-4,2
CCN1CCN(c2ccc(S(=O)(=O)N3CCOCC3)cc2NC(=O)C(C)Oc2ccc(Cl)cc2)CC1 (stereo not given),-4,0,4,-2,12,0,0,1.3,-9,-7
O=S(=O)(c1ccccc1)N1CCN(C/C=C/c2ccccc2)CC1,0,-4,3,-9,4,6,5,-1.3,-6,-2
CCOC(=O)CCc1c(C)nc2cc(-c3ccc(Cl)cc3)[nH]n2c1=O,6,-5,-5,-13,-8,0,-5,0.1,5,1
CC(=O)Cn1c2ccccc2n2nc(CCC(=O)O)c(=O)nc12,-3,-1,-4,-4,-1,3,3,-1.3,1,4
CC1CCCCC1NC(=O)COC(=O)c1ccc2ncsc2c1 (stereo not given),-7,2,-5,4,-15,0,-1,-1.6,0,4
O=C(CSc1nnc(-c2ccccc2)o1)Nn1cnnc1,-3,-1,2,4,10,-2,1,-1.1,0,11
O=C(NC1CCCc2ccccc21)c1cncc(Br)c1 (stereo not given),-2,0,-1,10,3,2,-1,0.8,-5,8
CCOc1ccc(C(=O)COC(=O)CC)cc1,2,5,-3,-6,6,0,1,-0.8,-5,6
CCN(CC)C(=O)CNC(=O)c1nn(-c2ccc(OC)c(Cl)c2)c(=O)c2ccccc12,-5,4,0,-2,11,-2,11,-2.5,28,-16
COc1ccccc1Oc1c(C)oc2c(CN(C)C)c(O)ccc2c1=O,-2,1,3,4,-4,1,7,2.4,0,3

# Pulled by compound from the list above:
SMILES,NR1D1 modulator,LEDGF integ inh,SIAE inh,TCR-CD3 inh,TDP2 absorb,PRMT1 inh,ABHD4 inh,PG9 Ab binder,rCAG RNA binder,HTRA1 inh
CCOC(=O)CCc1c(C)nc2cc(-c3ccc(Cl)cc3)[nH]n2c1=O,6,-5,-5,-13,-8,0,-5,0.1,5,1
CC(=O)Cn1c2ccccc2n2nc(CCC(=O)O)c(=O)nc12,-3,-1,-4,-4,-1,3,3,-1.3,1,4
CCN1CCN(c2ccc(S(=O)(=O)N3CCOCC3)cc2NC(=O)C(C)Oc2ccc(Cl)cc2)CC1 (stereo not given),-4,0,4,-2,12,0,0,1.3,-9,-7
CC1CCCCC1NC(=O)COC(=O)c1ccc2ncsc2c1 (stereo not given),-7,2,-5,4,-15,0,-1,-1.6,0,4
CCOc1ccc(C(=O)COC(=O)CC)cc1,2,5,-3,-6,6,0,1,-0.8,-5,6
COc1ccccc1Oc1c(C)oc2c(CN(C)C)c(O)ccc2c1=O,-2,1,3,4,-4,1,7,2.4,0,3

# New compounds follow
SMILES,NR1D1 modulator,LEDGF integ inh,SIAE inh,TCR-CD3 inh,TDP2 absorb,PRMT1 inh,ABHD4 inh,PG9 Ab binder,rCAG RNA binder,HTRA1 inh
CC(=O)c1cc(-c2cccc(CO)c2)c(=O)n2c1CCC2,2,1,-2,·,11,2,2,·,3,·
Cc1ccc(-n2c(C)cc(/C=N/NC(=O)c3ccc(CN4CCOCC4)cc3)c2C)cc1,5,1,5,2,7,-2,5,0.6,1,1
CSc1ccc(/C=C/C(=O)NC(=O)c2ccccc2O)cc1,2,-4,-5,-6,-6,2,-13,0.9,38*,7
CN(C)C(CNC(=O)CCCOc1ccccc1)c1ccco1 (stereo not given),-3,0,1,6,5,-1,5,-1.0,-1,-4
Cc1ccc2[nH]c3c(=O)n(CC(=O)NCc4ccco4)ncc3c2c1,-2,2,-17,6,5,0,-12,0.3,5,-8
Cc1c(C(=O)Nc2ccc(N3CCOCC3)cc2)cccc1[N+](=O)[O-],2,-9,1,-10,-10,7,5,-1.8,-3,-2
COc1cccc(NC(=O)Nc2c(-c3ccc(C(F)(F)F)cc3)nc3ncccn23)c1,3,3,7,·,-11,-5,-2,·,7,·
C[C@H]1CN(c2ccccc2)C(=O)[C@@H]1CC(=O)Nc1ccc(Br)cc1,-6,-5,-4,6,1,-4,-6,-1.3,3,-5
O=C(Nc1ccccn1)Nc1ccccc1[N+](=O)[O-],-1,-2,-1,7,-12,3,1,0.2,5,-3
Cc1ccc(OCC(=O)NCCO)c(Br)c1,2,4,3,2,-8,-2,0,-1.4,-1,-1
O=C(CNS(=O)(=O)c1ccc(F)cc1)N1CCN(c2ccccc2)CC1,4,2,2,2,5,1,3,-1.4,-3,0
COc1ccc(CCNC(=O)c2c(C)nn(CC(C)C)c2Cl)cc1,-6,-2,2,5,20,1,-9,-1.3,-7,5
CCOC(=O)c1c(-c2ccc(C)cc2)csc1NC(=O)c1ccc(N2C(=O)CCC2=O)cc1,22,-3,1,3,11,0,5,-3.3,1,-1
O=C(NCCCN1CCCCC1)c1ccc2c(c1)NC(=O)C(N1CCOCC1)S2 (stereo not given),4,0,0,7,0,-2,2,-1.6,1,3
COc1ccc(N2CCN(C(=O)CCC(=O)N3Cc4ccccc4Oc4ncccc43)CC2)cc1,-4,-1,2,-5,-3,2,7,-1.9,-6,0
CCCNC(=O)NCCc1c(C)[nH]c2ccccc12,-8,-2,7,-6,-6,7,2,0.3,10,1
Cc1nnn(-c2nonc2N)c1C(=O)N/N=C/c1ccccc1O,12,-4,3,10,-10,0,11,4.0,1,13
Cc1[nH]n(-c2ccccc2)c(=O)c1C(=O)c1cccc(F)c1,-8,2,-1,-1,3,-2,3,-1.0,-1,0
CC(=O)NC(CC(=O)Nc1nc(-c2ccccc2)c(C(C)=O)s1)c1ccccc1 (stereo not given),1,-8,-8,-11,-7,2,0,6.1,5,-12
CNC(=O)c1ccc(N(Cc2ccccc2)S(C)(=O)=O)cc1,2,1,0,-4,8,3,4,2.3,-3,4
COc1ccc(NC(=O)COC(=O)C23CC4CC(CC(NC(C)=O)(C4)C2)C3)cc1S(=O)(=O)N1CCOCC1,10,3,-1,2,6,-6,-16,-0.3,3,1
O=C(NCc1ccc(-c2nc3ccccc3s2)cc1)c1cc2ccccc2o1,10,4,-13,-8,1,2,-5,1.0,2,2
CC(C)N1C(=O)NC2(c3ccccc3)N(C)C(=O)N(C)C12c1ccccc1 (stereo not given),-1,3,-7,7,-7,-4,-3,-0.9,-4,8
COc1ccccc1NC(=O)NC(=O)c1ccccc1,-1,1,-2,0,-4,-3,-3,-0.4,5,-7
CCC(=O)N(C)CCc1cc2c(c(OC)c1/C=N/NC(=O)[C@H]1C[C@@H]1c1ccccc1)OCO2,0,4,-3,1,-4,1,6,-3.2,-7,-5
COC(OC)C1(CCc2ccccc2)NC(=O)NC1=O (stereo not given),3,2,1,8,7,-3,0,-1.0,2,0
CCc1nc(SCc2ccc(Cl)cc2)n[nH]1,4,1,4,-5,-5,3,-4,-2.9,1,3
COc1ccc(-c2cc(NCc3ccccn3)n3ncnc3n2)cc1,1,1,1,2,13,-1,-15,-0.9,-2,-1
CC1CN(C(=O)COC(=O)c2ccc(Cl)c(S(=O)(=O)N3CCCCC3)c2)CC(C)O1 (stereo not given),-3,-4,-9,-5,-16,4,-12,-0.5,-2,6
CCSc1nc2ccccc2[nH]1,-3&1,-1&2,-5&-2,-3&5,3&8,2&-2,-1&-1,-0.9&1.5,2&1,7&-2

# The final two records of the part above open the next one:
SMILES,NR1D1 modulator,LEDGF integ inh,SIAE inh,TCR-CD3 inh,TDP2 absorb,PRMT1 inh,ABHD4 inh,PG9 Ab binder,rCAG RNA binder,HTRA1 inh
CC1CN(C(=O)COC(=O)c2ccc(Cl)c(S(=O)(=O)N3CCCCC3)c2)CC(C)O1 (stereo not given),-3,-4,-9,-5,-16,4,-12,-0.5,-2,6
CCSc1nc2ccccc2[nH]1,-3&1,-1&2,-5&-2,-3&5,3&8,2&-2,-1&-1,-0.9&1.5,2&1,7&-2
COC(=O)C1Cc2c([nH]c3ccccc23)CN1C(C)=O (stereo not given),0,-1,2,0,13,2,9,-0.5,10,-3
N#Cc1cc([N+](=O)[O-])cnc1NCC(O)CO (stereo not given),-2,1,0,-5,-1,2,0,-0.1,-2,7
O=S(=O)(NCC(c1cccnc1)N1CCN(c2ccc(F)cc2)CC1)c1cccs1 (stereo not given),5,3,5,-1,8,-1,1,0.8,3,-3
N#Cc1c2n(cnc1=O)CCCCC2,0,-1,1,-1,5,-3,-1,-1.7,0,3
COc1cccc(CC2(CO)CCN(Cc3cn(C)nc3C)CC2)c1,-3,-7,-3,4,6,1,3,2.1,-3,6
COC(=O)c1cc2c(c3c4cc(F)ccc4n(S(=O)(=O)c4cccc(C)c4)c13)C(=O)N(Cc1ccco1)C2,2,2,-19,1,6,12,-12,0.1,26,·

# Compound activity from PubChem BioAssay.
